Compound activity from PubChem.
NCOA1 inh – human NCOA1 inhibition | 360,000 compounds, 0.12% hits | inhibition, % at 3.6 µM | Q15788 | HEK293 GAL4-SRC1 luciferase reporter, luminescence | AID 588354;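 active = inhibition above the campaign mean plus 3 SD, with each screening campaign given its own cutoff, cut at about 60% in these data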;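 note: 0% = DMSO treated cells and 100% = gossypol at 36 µM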
EBV LMP1 NFkB – reduces LMP1-driven NF-kappaB luciferase signal; LMP1-induced NF-kappaB luciferase reporter cells, luminescence; inhibition, % at 12.5 µM; 350,000 compounds, 0.69% hits; AID 504558; in the data active = inhibition above about 41%;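 note: 0% = neutral control wells and 100% = reference inhibitor control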
MC4R barr agon – agonists of human melanocortin 4 receptor (MC4R) beta-arrestin; 360,000 compounds, 0.98% hits; AID 540308; P32245; activation, % at 8.9 µM; U2OS MC4R beta-arrestin complementation, luminescence; percent of melanotan II response, DMSO zero;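 active = activation above a per-plate cutoff, the mean activation of sample wells on that plate plus 3 SD, cut at about 8% in these data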
NR5A2 inv ag – NR5A2 inverse agonism in reporter assay. O00482. HEK293T StAR-luciferase reporter, LRH-1 transfected, 24 h. AID 602396. inhibition, % at 3.6 µM. 360,000 compounds, 0.13% hits;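 active = inhibition above the mean inhibition of all tested compounds plus 3 SD, cut at about 73% in these data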;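 note: 0% = DMSO wells and 100% = reporter-only cells lacking LRH-1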
Target sequence (O00482 whole entry, looked up): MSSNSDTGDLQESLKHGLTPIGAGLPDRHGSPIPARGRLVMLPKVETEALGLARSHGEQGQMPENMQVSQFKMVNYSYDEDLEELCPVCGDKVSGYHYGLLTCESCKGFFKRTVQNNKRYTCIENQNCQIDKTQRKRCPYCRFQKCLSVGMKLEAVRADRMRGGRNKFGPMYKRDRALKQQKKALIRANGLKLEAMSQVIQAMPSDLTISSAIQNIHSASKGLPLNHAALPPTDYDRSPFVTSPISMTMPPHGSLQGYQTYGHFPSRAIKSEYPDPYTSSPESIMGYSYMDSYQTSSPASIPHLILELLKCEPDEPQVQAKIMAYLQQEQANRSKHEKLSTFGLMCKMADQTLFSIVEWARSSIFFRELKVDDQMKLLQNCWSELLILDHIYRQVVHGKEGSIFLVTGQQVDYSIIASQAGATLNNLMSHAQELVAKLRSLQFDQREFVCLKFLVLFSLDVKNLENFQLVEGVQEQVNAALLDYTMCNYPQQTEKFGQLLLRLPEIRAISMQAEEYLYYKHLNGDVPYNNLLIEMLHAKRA
TLR9-MyD88 block – inhibitors of human TLR9-MyD88 binding | AID 504734 | CHO BLA complementation TLR9-MyD88, CCF4 FRET ratio | inhibition, % at 4.98 µM | Q9NR96+Q99836 | 340,000 compounds, 0.21% hits;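 active = inhibition above the mean over all tested compounds plus 3 SD, cut at about 21% in these data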;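 note: 0% = DMSO only wells and 100% = clavulanate BLA inhibitor control wells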
NCOA2 inhibitor – inhibits human steroid receptor coactivator 2; Q15596; HEK293 GAL4-SRC2 luciferase reporter, luminescence; inhibition, % at 9 µM; 370,000 compounds, 0.17% hits;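 active = inhibition above the mean inhibition of all tested compounds plus 3 SD, set per campaign, cut at about 52% in these data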;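 note: 0% = DMSO treated cells and 100% = cells given Gossypol at 36 µM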
MC4R antagonist – human MC4R antagonism in cAMP assay. AID 540295. P32245. MC4R-expressing cells, MTII-stimulated cAMP, LANCE TR-FRET. 360,000 compounds, 0.48% hits. inhibition, % at 6.5 µM;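 active = inhibition above its plate's cutoff, the mean of tested wells on that plate plus 3 SD, cut at about 29% in these data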;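 note: 0% = Melanotan II alone and 100% = Melanotan II plus saturating MCL0020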
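Assay system: U2OS-MC4R stable cell line; Also added: Melanotan II; Technique: Eu-cAMP/anti-cAMP TR-FRET, emission 671 nm; Times: 30-min compound, 1-h challenge, 1-h detection, room temperature.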
ABHD5-PLIN5 inh – inhibitors of human ABHD5-perilipin-5 interaction; Q00G26+Q8WTS1; Split G. princeps luciferase complementation, luminescence, 4 h; inhibition, % at 4 µM; 360,000 compounds, 0.78% hits;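 active = inhibition above the mean inhibition across every tested compound plus 3 SD, cut at about 22% in these data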;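 note: 0% = DMSO only wells and the 100% control is not disclosed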
NOD2-RIPK2 inh – blocks binding of human NOD2 to RIPK2; CHO BLA complementation NOD2-RIPK2, CCF4 ratio; inhibition, % at 4.98 µM; 360,000 compounds, 0.38% hits; AID 624267; in the data active = inhibition above about 21%;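 note: 0% = vehicle only and 100% = reference blocker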
NCOA3 inh – inhibits human SRC3 coactivator | 360,000 compounds, 0.17% hits | inhibition, % at 3.6 µM | HEK293 GAL4-SRC3 luciferase reporter, luminescence | AID 588352;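 active = inhibition above a per-campaign cutoff, the mean of all compounds plus 3 SD, cut at about 60% in these data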;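 note: 0% = DMSO-treated cells and 100% = gossypol-treated cells at 36 µM; higher means less SRC3-driven luciferase light from the GAL4 reporter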
COUP-TFII inh – NR2F2 (human) inhibition, primary screen; P24468; HEK293T NGFI-A luciferase reporter, luminescence; 370,000 compounds, 0.7% hits; inhibition, % at 8.6 µM;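 active = inhibition above a per-plate cutoff, mean inhibition of test wells between control levels plus 3 SD, cut at about 38% in these data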;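 note: cells cotransfected with COUP-TFII expression vector driving the NGFI-A reporter; 0% = median of COUP-TF2 test wells and 100% = reporter-only cells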
Target sequence (P24468 whole entry, looked up): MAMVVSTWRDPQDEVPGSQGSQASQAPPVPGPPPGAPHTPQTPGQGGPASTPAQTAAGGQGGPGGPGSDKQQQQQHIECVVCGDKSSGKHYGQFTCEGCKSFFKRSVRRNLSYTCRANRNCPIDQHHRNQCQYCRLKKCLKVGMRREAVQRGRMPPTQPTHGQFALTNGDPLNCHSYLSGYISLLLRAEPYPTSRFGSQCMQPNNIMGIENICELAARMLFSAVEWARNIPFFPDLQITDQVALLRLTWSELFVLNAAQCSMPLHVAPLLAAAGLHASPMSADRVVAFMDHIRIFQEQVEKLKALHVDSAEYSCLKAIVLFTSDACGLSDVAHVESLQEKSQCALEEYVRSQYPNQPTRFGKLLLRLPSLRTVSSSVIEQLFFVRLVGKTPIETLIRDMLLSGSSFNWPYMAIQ
The depositor's hits bear a star; x = not tested or not shown. Not all compounds are listed. The share of hits here may be higher or lower than overall.

entry	NCOA1 inh	EBV LMP1 NFkB	MC4R barr agon	NR5A2 inv ag	TLR9-MyD88 block	NCOA2 inhibitor	MC4R antagonist	ABHD5-PLIN5 inh	NOD2-RIPK2 inh	NCOA3 inh	COUP-TFII inh	SMILES
1	-23	-6	-1.4	-18	5	-2	18	-10	2	-23	-16	Cc1cc(C)c(C#N)c(SCCN2CCCCC2)n1
2	-11	-4	-1.2	5	-2	9	2	0	-1	13	3	O=C(CCCN1C(=O)CCC1=O)Nc1cccc(C(F)(F)F)c1
3	-13	3	-0.8	-4	4	-20	-1	5	7	5	5	COc1cccc(CNC(=O)Cn2ncn3cccc3c2=O)c1OC
4	-9	0	0.6	-11	0	0	9	7	3	-8	-20	O=[N+]([O-])c1ccc(-c2c(-c3ccccc3)ncc3ccc(F)cc23)cc1
5	-5	7	-1.5	-15	-5	-17	5	1	-12	1	-3	Cn1cc(/C=N/n2cnc3sc4c(c3c2=O)CCCC4)c2ccccc21
6	-1	-4	-1.6	15	-1	-3	11	-1	3	8	-3	Cc1ccc(C(C(=O)NC2CCCCC2)N2CCC3(CC2)OCCO3)cc1 (configuration not stated)
7	15	-10	1.9	-9	5	-19	3	1	-7	15	8	C[C@@H]1COC(=O)[C@H](CC(=O)OC(C)(C)C)C/C=C\C[C@@H](CC(=O)NCCO)C(=O)N1
8	-36	-9	-0.5	-41	3	-43	3	8	-6	-26	-5	Cc1ccccc1/C=N/Nc1nc2ccccc2c(=O)n1O
9	6	-3	0.9	-17	6	-28	17	3	-5	6	22	N#C/C(=C\c1c(N2CCCCCC2)nc2ccccn2c1=O)C(=O)NCc1ccco1
10	-21	11	0.1	-8	-4	9	3	-3	-4	8	27	Cc1cccc(CSCCNC(=O)CCSc2ccccc2)c1
11	-4	3	-0.3	-4	2	0	9	-1	6	-10	-5	O=C(N1CCN(Cc2ccc3c(c2)OCO3)CC1)C(Cl)(Cl)Cl
12	6	5	-2.3	-4	0	-7	-4	5	1	-4	4	COc1ccc(NC(=O)CSc2ccc3c(c2)OCCO3)cc1S(N)(=O)=O
13	-10	-2	-1.2	-10	-1	-25	9	-5	-4	4	10	CSc1ccccc1OCc1cc(C(=O)N(C)C2CCCc3ccccc32)no1 (configuration not stated)
14	-9	6	-1.4	-4	-3	22	1	13	-2	-9	11	N#C/C(=C\c1ccc(C(=O)O)cc1)S(=O)(=O)c1cc(Br)ccc1Br
15	-7	-2	-0.2	14	4	5	0	-5	-4	13	-10	Cc1ccc(S(=O)(=O)N/N=C\c2ccc([N+](=O)[O-])o2)cc1
16	0	-2	3.4	-5	-7	8	10	-9	-11	28	3	Fc1ccc(Cn2nnnc2C(c2cccs2)N2CCCCCC2)cc1 (configuration not stated)
17	-2	x	-0.3	-9	x	10	2	2	-4	-14	11	CNc1ncnc2c1ncn2[C@H]1CN(Cc2ccccc2)C[C@@H](CO)O1
18	5	1	0.5	14	-1	-21	8	2	-1	11	9	O=C(NCC(=O)N(Cc1cccs1)C(C(=O)NC1CCCCC1)c1ccncc1)c1ccco1 (configuration not stated)
19	-60	-38	-1.7	-68	4	-50	-7	-4	9	-90	-16	CC(=NNc1ccc([N+](=O)[O-])cn1)c1ccc(N)cc1
20	13	7	-3.1	7	5	-10	-1	-7	-6	-2	13	CC(=O)N1c2ccc(S(=O)(=O)N3c4ccccc4CC3C)cc2CC1C (configuration not stated)
21	0	13	-0.6	6	3	24	8	0	6	7	6	CCN1C(=O)[C@H]2[C@@H](c3ccc(-c4cccc(Cl)c4)c(OC)c3)N[C@@](Cc3ccccc3)(C(=O)OC)[C@H]2C1=O
22	5	-3	0.8	17	5	-8	0	2	-19	8	-7	CC1(C)CC(=O)C=C(Nc2ccc(O)cc2)C1
23	-7	8	14*	5	-1	-53	9	6	2	13	20	COc1ccc(CNC(=O)COC(=O)c2cc3ccccc3cc2O)cc1OC
24	-21	-4	1.9	10	13	-14	10	3	6	-3	-22	Cc1ccc(S(=O)(=O)N(C)C)cc1NC(=O)COC(=O)c1cccs1
25	-5	5	-1.2	-4	-11	-13	2	-1	5	10	-2	CCOC(=O)c1c(NC(=O)COC(=O)CCS(=O)(=O)c2ccc(C)cc2)sc(C)c1C
26	-11	16	-3.7	8	1	7	0	-4	-6	9	53*	CCc1ccc(-c2nc(SCC(=O)NC3CCCC3)n[nH]2)cc1
27	-7	-10	-0.6	6	-1	16	6	-4	2	11	14	O=C(Cc1ccc(F)cc1)NCC1CCCO1 (configuration not stated)
28	2	-5	3.1	-3	-6	12	16	6	12	9	16	C=CCOc1nc2sc(C)c(C)c2c(=O)n1-c1ccccc1
29	0	-4	0.2	-1	0	0	-1	1	1	14	14	CCS(=O)(=O)c1ccc(S(=O)(=O)CC)s1
30	-17	-7	3.4	-2	4	-18	-1	13	-11	18	-2	CCc1ccc2nc(SCC(=O)Nc3nnc(C)s3)c(C)cc2c1
31	8	2	-0.5	-12	6	11	4	-1	-2	8	4	COc1cc(S(=O)(=O)NCCN2CCOCC2)c(OC)cc1Cl
32	-2	-5	-0.3	-5	-3	-1	4	2	-7	17	21	CC(C)Cn1c(=S)[nH]c2cc(C(=O)O)ccc2c1=O
33	-6	-1	-0.2	-12	-11	-14	1	-7	-5	-8	5	CCCN(Cc1nnc(-c2cccs2)o1)C(=O)c1cccc(S(=O)(=O)N2CCOCC2)c1
34	13	-2	-2.6	7	5	-47	2	7	-7	15	2	COC(CNC(=O)C1CCN(S(=O)(=O)c2ccc3nc4c(c(C(=O)O)c3c2)CC(C)CC4)CC1)OC (configuration not stated)
35	4	5	-1.5	-2	-11	19	-2	-1	-1	7	-12	C/C(=N\NC(=O)c1ccc([N+](=O)[O-])cc1)c1cc2ccccc2oc1=O
36	15	1	2.5	-11	-3	-4	16	2	7	3	-5	CCC(=O)Nc1sc(C(=O)N2CCCCC2)c(C)c1C#N
37	-13	1	-1.8	-5	-4	-5	0	-3	3	7	-11	CCOCc1nnc(NC(=O)COC)s1
38	-28	-5	-2.2	3	7	-26	8	-1	1	15	7	CCN(CC)C(=O)Cn1cc(C(=O)C(=O)NCc2cccs2)c2ccccc21
39	-14	-8	-0.9	-22	0	-31	7	5	-5	0	-9	COc1ccccc1NC(=O)c1cnc(SC)nc1
40	3	5	-1.9	-17	5	-4	7	2	-3	0	-3	CCOC(=O)c1sc(NC(=O)CSc2nnc(C)s2)c(C(=O)OCC)c1C
41	8	-2	-1.1	-15	5	11	1	3	13	15	-3	CCOC(=O)c1c(S(=O)(=O)Nc2cccc(-c3ccno3)c2)c(C)n(C)c1C
42	5	-3	-1.9	-28	-9	-3	6	4	-2	7	8	COc1ccc(N2CCN(C3CC(=O)N(c4ccc5c(c4)OCCO5)C3=O)CC2)cc1 (configuration not stated)
43	1	0	-0.3	-27	-1	-46	3	0	-10	15	-23	COc1ccc(OCC(O)CNC(=O)Nc2ccc(Cl)cc2)cc1 (configuration not stated)
44	-27	-2	-0.1	-1	-7	-9	11	4	2	-21	5	O=c1ccc(-c2ccc(S(=O)(=O)Nc3ccc(F)cc3)o2)n[nH]1
45	-2	3	0.5	14	-9	-10	3	9	-6	13	-4	O=C(COC(=O)C1COc2ccccc2O1)Nc1ccc(Cl)cc1 (configuration not stated)

Continued, overlapping the part above by two compounds.
entry	NCOA1 inh	EBV LMP1 NFkB	MC4R barr agon	NR5A2 inv ag	TLR9-MyD88 block	NCOA2 inhibitor	MC4R antagonist	ABHD5-PLIN5 inh	NOD2-RIPK2 inh	NCOA3 inh	COUP-TFII inh	SMILES
44	-27	-2	-0.1	-1	-7	-9	11	4	2	-21	5	O=c1ccc(-c2ccc(S(=O)(=O)Nc3ccc(F)cc3)o2)n[nH]1
45	-2	3	0.5	14	-9	-10	3	9	-6	13	-4	O=C(COC(=O)C1COc2ccccc2O1)Nc1ccc(Cl)cc1 (configuration not stated)
46	2	1	-1.5	16	2	-1	6	4	-3	-6	10	c1ccc(CCNCc2ccco2)nc1
47	1	1	-0.5	2	2	-11	-2	10	5	-6	-9	CCS(=O)(=O)c1nc(S(=O)(=O)c2ccc(C)cc2)c(N2CCCC2)s1
48	-8	8	-0.5	-6	5	-8	3	6	-3	14	12	CCN(CC)CCCOC(=O)C1(c2ccccc2)CCCC1
49	1	4	-2.2	-9	-5	-13	-2	-1	-1	10	5	COc1ccc(C(=O)N/C(=C\c2cn(C)c3ccccc23)C(=O)NCCCn2ccnc2)cc1
50	10	1	-1.8	2	-10	10	1	8	7	11	2	O=C(N/C(=C\c1ccc2c(c1)OCO2)C(=O)N1CCOCC1)c1cccs1
51	-3	-5	-0.2	17	13	16	8	-3	5	2	22	CC(=O)c1ccc(OCCCC(=O)Nc2cc(S(=O)(=O)N3CCCCC3)ccc2C)cc1
52	2	-1	-1.0	13	-16	14	15	7	7	-1	23	c1ccc(CCn2nnnc2C(c2cccnc2)N2CCN(c3ccccc3)CC2)cc1 (configuration not stated)

Of the compounds above, these contain an aryl thioether with sulfur outside any ring.
entry	NCOA1 inh	EBV LMP1 NFkB	MC4R barr agon	NR5A2 inv ag	TLR9-MyD88 block	NCOA2 inhibitor	MC4R antagonist	ABHD5-PLIN5 inh	NOD2-RIPK2 inh	NCOA3 inh	COUP-TFII inh	SMILES
1	-23	-6	-1.4	-18	5	-2	18	-10	2	-23	-16	Cc1cc(C)c(C#N)c(SCCN2CCCCC2)n1
10	-21	11	0.1	-8	-4	9	3	-3	-4	8	27	Cc1cccc(CSCCNC(=O)CCSc2ccccc2)c1
12	6	5	-2.3	-4	0	-7	-4	5	1	-4	4	COc1ccc(NC(=O)CSc2ccc3c(c2)OCCO3)cc1S(N)(=O)=O
13	-10	-2	-1.2	-10	-1	-25	9	-5	-4	4	10	CSc1ccccc1OCc1cc(C(=O)N(C)C2CCCc3ccccc32)no1 (configuration not stated)
26	-11	16	-3.7	8	1	7	0	-4	-6	9	53*	CCc1ccc(-c2nc(SCC(=O)NC3CCCC3)n[nH]2)cc1
30	-17	-7	3.4	-2	4	-18	-1	13	-11	18	-2	CCc1ccc2nc(SCC(=O)Nc3nnc(C)s3)c(C)cc2c1
39	-14	-8	-0.9	-22	0	-31	7	5	-5	0	-9	COc1ccccc1NC(=O)c1cnc(SC)nc1
40	3	5	-1.9	-17	5	-4	7	2	-3	0	-3	CCOC(=O)c1sc(NC(=O)CSc2nnc(C)s2)c(C(=O)OCC)c1C
